Myeloid diff 2: promotes myeloid progenitor differentiation. ER-HoxA9 myeloid progenitors, lysozyme-GFP differentiation, flow cytometry. AID 624256. calls only at 10 µM. 360,000 compounds, 1% hits;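 active means normalized GFP-positive differentiation at or above the plate's own cutoff, the solvent-only control mean plus 3 SD; inconclusive means no clear call, values can overlap the other calls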;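 further: cells exposed to compound for four days before flow analysis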
Myeloid diff 2 GFP+ MAC1+ %: further read-out of Myeloid diff 2, marked with its call; GFP+ MAC1+ double positive, %; measured here: differentiation confirmed by MAC1 staining
* marks the source's active call; other numbers are inactive results; i = inactive; ? = inconclusive; . = not tested or not shown; + = active, no number. Some of the compounds tested; count on the stated rates, not on these rows.

Structure	Myeloid diff 2	Myeloid diff 2 GFP+ MAC1+ %
COc1ccc([C@H]2C[C@H](O)[C@@H](n3cc(-c4ccc(F)cc4)nn3)CN2Cc2cccs2)cc1	?	.
CC[C@]12c3[nH]c4ccc(Cl)cc4c3CCN1C(=O)[C@@H](CC(=O)NCc1ccco1)C[C@@H]2C(=O)N1CCN(C(=O)C2CC2)CC1	i	0.3
CC(=O)c1ccc2c(c1)CCN2	i	1.0
CC(Oc1ccccc1)C(=O)Nc1cc(Cl)ccc1-n1cncn1 (stereo not given)	i	0.4
COc1ccc2oc(C)c(C(=O)c3ccccc3)c2c1	i	0.5
O=C1NCCOC(=O)[C@@H](Cc2ccc(F)cc2)CC/C=C/C[C@H]1CC(=O)N(CCO)Cc1ccccc1	i	4.3
C=CC[C@H](CC(=O)NCCO)C(=O)NC[C@@H](OC(=O)[C@@H](CC=C)CC(=O)OC(C)(C)C)c1ccccc1	i	4.2
Cc1ccc([C@H]2C[C@@H](n3cc(C4CC4)nn3)[C@H](O)CN2CC2CCCCC2)cc1	i	1.7
O=C(NCCCN1CCCC1=O)C(=O)Nc1cccc(F)c1	i	1.0
Cn1c(N)c(C(=O)COC(=O)c2ccc(C(F)(F)F)cc2)c(=O)n(C)c1=O	i	1.1
O=C(CCc1nc2ccccc2c(=O)[nH]1)Nc1cc(Cl)ccc1N1CCCCC1	+	0.7*
CC(C)NC(=O)COc1coc(CN2CCN(C(=O)c3ccco3)CC2)cc1=O	i	0.4
COc1ccccc1N1CCN(Cc2cc(=O)oc3ccccc23)CC1	i	1.0
COc1cccc(CNS(=O)(=O)c2cc3c4c(c2)CCN4C(=O)CC3)c1	i	1.2
COc1ccc(NS(=O)(=O)c2ccc(F)c(F)c2F)cc1S(=O)(=O)N1CCOCC1	i	1.6
O=[N+]([O-])c1ncc(Br)cc1Nc1ccccc1	i	0.4
COc1ccccc1N1CCN(C(=O)c2ccc3ncsc3c2)CC1	+	.
COc1ccc(-c2ccc(CN3C(C)C(=O)N(Cc4cn(Cc5ccco5)nn4)CCS3(=O)=O)cc2)cc1 (stereo not given)	i	0.4
CCc1nc2c(OCCc3cccc(OC)c3)cccn2c1N(C=O)Cc1ccc(OC)cc1	i	0.8
CCCCOCCCNC(=O)C[C@@H]1C[C@@]2(C(=O)OCC)CCC=C2N(Cc2ccc3c(c2)OCO3)C1=O	i	0.7
C[C@@H]1CN([C@@H](C)CO)C(=O)c2cccc(NC(=O)C3CCCCC3)c2O[C@@H]1CN(C)C(=O)NC1CCCCC1	i	0.7
CC(C)=CCc1c(O)cc2c(=O)c3ccc(O)cc3oc2c1O	i	1.6
O=c1[nH]cc(S(=O)(=O)N2CCOCC2)c(=O)[nH]1	i	1.4
CCC(=O)N1Cc2cc(C(=O)NCC(F)(F)F)nc(-c3cccc(-c4cncnc4)c3)c2[C@H]1CCO	i	1.2
O=c1c2ccccc2ccc2ccc(P(=O)(O)O)cc12	i	0.5

Complete entries as entered above. Values in the order: Myeloid diff 2 | Myeloid diff 2 GFP+ MAC1+ %
Listed for C[C@@H]1CN([C@@H](C)CO)C(=O)c2cccc(NC(=O)C3CCCCC3)c2O[C@@H]1CN(C)C(=O)NC1CCCCC1 : i | 0.7
Listed for CC(C)=CCc1c(O)cc2c(=O)c3ccc(O)cc3oc2c1O : i | 1.6
Listed for O=[N+]([O-])c1ncc(Br)cc1Nc1ccccc1 : i | 0.4
Listed for O=c1c2ccccc2ccc2ccc(P(=O)(O)O)cc12 : i | 0.5
Listed for CCc1nc2c(OCCc3cccc(OC)c3)cccn2c1N(C=O)Cc1ccc(OC)cc1 : i | 0.8

Later entries.
Structure	Myeloid diff 2	Myeloid diff 2 GFP+ MAC1+ %
CCCn1c(SCC(=O)c2c(N)n(C3CC3)c(=O)[nH]c2=O)nc2cc(S(N)(=O)=O)ccc21	i	0.8
COc1ccc2c(-c3ccc(SC)cc3)c(-c3ccc(S(C)(=O)=O)cc3)sc2c1	i	1.0
O=C(COC(=O)c1ccc2c(c1)OCO2)Nc1ccccc1Cl	i	0.8
CN(C)c1ccc(-c2csc(C(C)(O)c3cccc(F)c3)n2)cc1 (stereo not given)	i	1.0
CCN1CCN(S(=O)(=O)c2ccc(Cl)c(C(=O)N(C)C(c3ccccc3)c3ccccc3)c2)CC1	i	0.7
COCCNC(=O)C1(C)CCCN(Cc2ccc3ccccc3c2Br)C1 (stereo not given)	i	0.9
Cc1ccnc(NC(=O)c2cc3ccccc3o2)c1	i	0.2
O=C(c1ccc(COc2ccc3c(c2)CCC3)o1)N1CCN(c2ccccc2)CC1	i	4.9
CC(C)(C)c1ccc(OCCC(=O)Nc2cccc(S(=O)(=O)NC3=NCCCCC3)c2)cc1	i	0.5
Cc1cc(C)c(NC(=O)c2ccc3c(c2)NC(=O)C(C)S3)c(C)c1 (stereo not given)	i	0.7
CN(C)CCCn1c2c(c(SCC(=O)Nc3ccc4c(c3)OCO4)nc1=O)CCCC2	i	1.2
CCN(CC)CCNC(=O)c1ccc(NC(=O)c2ccc(S(=O)(=O)N3CCCC3)cc2)cc1	i	0.5
CC(OC(=O)CSc1ccc([N+](=O)[O-])cc1)C(=O)NC1CC1 (stereo not given)	i	0.8
CN(Cc1ccc(F)cc1)C(=O)CNC(=O)c1cccs1	i	0.7
N#CCCSC(=S)C1CCCC1=N (stereo not given)	i	0.7
CCOC(=O)c1c(NC(=O)COC(=O)C2CCC2)sc(C(=O)N(C)C)c1C	i	0.5
CS(=O)(=O)c1ccc(-c2sc3ccccc3c2C#CCCO)cc1	i	0.7
CCCN=C1N(C)C[C@@H]2[C@@H]3C(=O)N(Cc4ccccc4)C(=O)[C@@H]3[C@](C)(C(=O)OC)N12	i	0.7
CN(CC(=O)Nc1ccc(Cl)c(C(F)(F)F)c1)C(=O)C1CCC1	i	0.5
CN1CCN(CC(=O)Nc2cc(S(=O)(=O)N3CCOCC3)ccc2Cl)CC1	i	1.2
Cc1nn(-c2ccccc2)c(C)c1CN(C)C(=O)c1ccc(S(=O)(=O)NCc2ccco2)cc1	i	0.9
Cc1ccc(S(=O)(=O)N2CCOCC2)cc1NC(=O)COC(=O)c1ccc(Br)o1	i	2.4
CNC(=O)c1ccc(NC(=O)CCc2c(C)noc2C)cc1	i	0.2
COc1ccc(NC(=O)C2(C)Cc3c(-c4ccc(NC(C)=O)cc4)ccnc3O2)cc1OC (stereo not given)	i	1.4
CCN(C(=O)COC(=O)CC(C)c1ccccc1)c1c(N)n(Cc2ccccc2)c(=O)[nH]c1=O (stereo not given)	i	0.2
CCOC(=O)c1ccccc1NC(=O)COC(=O)C1CC(=O)N(CCc2ccccc2)C1 (stereo not given)	i	1.3
N#Cc1ccc(Oc2ccc(S(=O)(=O)N3CCOCC3)cn2)cc1	i	0.7
C[C@H](O)[C@@H]1C(=O)N2CCc3ccc(N4CCOCC4)cc3[C@@H]2C[C@@H]1N(C)C(=O)Nc1ccccc1	i	0.6
Cn1c(=O)c2c(ncn2CC(=O)OCC(=O)Nc2cccc(C#N)c2)n(C)c1=O	i	0.7
O=C(/C=C/c1ccco1)NC(=S)Nc1cccc(-c2nc3ccccc3s2)c1	i	1.3
Cc1cn([C@H]2C[C@H](O)[C@@H](CNC=O)O2)c(=O)[nH]c1=O	i	0.9
COc1cc(C(C)=O)ccc1OCC(=O)Nc1ccc(Cl)c(S(=O)(=O)N2CCOCC2)c1	i	0.7
CC(C)(C)C(=O)Nc1ccc(C(=O)CN2C(=O)NC3(CCOc4ccccc43)C2=O)cc1 (stereo not given)	i	0.3
Nc1ccn([C@@H]2O[C@H](C(=O)NCCc3ccc(F)cc3)[C@@H](O)[C@H]2O)c(=O)n1	i	0.6
Cc1cccc(C(=O)OCC(=O)NC(C)C2CC3CCC2C3)c1O (stereo not given)	i	0.2
Cc1cc(=O)[nH]c(SCC(=O)N2CCN(C(=O)c3ccco3)CC2)n1	i	0.9
CC1Cc2ccccc2N1C(=O)COC(=O)c1cc(Br)ccc1O (stereo not given)	i	1.8
CCC[C@@H](CN1CCC[C@H]1CN1C(N)=NC[C@H]1CC(C)C)N1C[C@@H](Cc2ccccc2)N(CCc2ccc(Cl)c(Cl)c2)C1=N	i	0.9
CCOC(=O)N1CCN(C(=O)COC(=O)c2ccc(Cl)nc2)CC1	i	0.5
O=S(=O)(c1ccc2nnn(O)c2c1)N1CCOCC1	i	0.6
CCCCCCCCNCCS(=O)(=O)NN1CCOCC1	i	0.8
COC(=O)c1ccc2nc(-c3cccc(Br)c3)c(Cc3ccccc3C(F)(F)F)n2c1	i	1.2
Cc1ccc(S(=O)(=O)N(C)C[C@H]2OCCCC[C@H](C)Oc3ccc(NC(=O)Nc4cccc5ccccc45)cc3C(=O)N([C@@H](C)CO)C[C@H]2C)cc1	i	1.2
CCOC(=O)c1ccccc1NC(=O)COC(=O)Cc1ccccc1F	i	0.7
C/C(=N\NC(=O)c1ccc(-n2cnnn2)cc1)c1ccc(Cl)cc1	i	0.7
COc1cccc(-c2sc3cc(OC)c(OC)cc3c2-c2ccc(OCCN3CCCCC3)cc2)c1	i	3.5
CC(=O)NC(c1ccc(F)c(F)c1)c1nc(-c2cccc(C(C)C)c2)cs1 (stereo not given)	i	1.4
COC(=O)c1ccc(N2C(c3cc(OC)cc(OC)c3)=Cc3ccc(-c4cnc(OC)nc4)cc3C2CC(=O)C2CC2)cc1 (stereo not given)	i	1.0
COCCN1C(=O)N[C@@H](c2ccccc2)[C@@H](C(=O)OC)[C@H]1C	i	1.6
CC(C)(C)[C@@H]1COC(=O)[C@@H](Cc2ccc(F)cc2)C/C=C\C[C@H](CC(=O)N(CCO)Cc2ccccc2)C(=O)N1	i	4.6

Next section.
Structure	Myeloid diff 2	Myeloid diff 2 GFP+ MAC1+ %
COC(=O)C1=C(C)N(Cc2ccccc2)C(=NCCCOC(C)C)N[C@H]1c1ccccc1	i	1.2
CCN(CC(=O)Nc1c(F)cccc1F)C(=O)/C=C/c1ccc(C)o1	i	0.4
COC(=O)c1cnc(Nc2nc(CN)cs2)nc1C(F)(F)F	i	1.8
CCOc1ccccc1NC(=O)c1ccc(OCC(=O)N2CCOCC2)c(OC)c1	i	0.8
CCN(CC(=O)Nc1c(F)cccc1F)C(=O)c1ccc(S(=O)(=O)N2CCCCC2)cc1	i	0.9
Cc1nc2ccc(NC(=O)[C@H](C)N3C(=O)C4CC=CCC4C3=O)cc2s1 (stereo not given in full)	i	1.4
CN(C(=O)c1ccc(NC(=O)Cc2ccc(NC(=O)C3CCN(C(=O)C4CCC4)CC3)cc2)cc1)C1CC1	i	0.4
CCOC(=O)C1=CN(Cc2cccc(F)c2)S(=O)(=O)N(C)C1c1ccc(F)c(Cl)c1 (stereo not given)	i	0.7
CC(C)(C)OC(=O)N(CCc1ccccc1)Cc1ccccc1OCc1ccc(NC(=O)C2CCC2)cc1	i	0.3
CC(CCN1CCN=C1N(C)C)c1ccccc1 (stereo not given)	i	2.0
CCOc1ccc(NC(=O)[C@@H]2CCCN2C(=O)c2cccs2)cc1S(=O)(=O)N1CCOCC1	i	1.1
Nc1o[nH]c(=O)c1C1CCCCC1	i	1.2
CC(Oc1coc(CN2CCN(C(=O)c3ccco3)CC2)cc1=O)c1ccccc1 (stereo not given)	i	0.3
CC1(C(=O)O)CCN1C(=O)c1cccnc1Oc1ccccc1 (stereo not given)	i	1.7
CC(=O)Nc1ccc2c(=O)n(-c3ccccc3)sc2c1	i	0.2
CCc1cccc(OCC(=O)Nc2ccc(C)c(S(=O)(=O)N3CCCCCC3)c2)c1	i	0.4
CC(=O)Nc1ccc(-c2ccnc3c2CC(C(=O)NCc2ccc(N4CCN(C)CC4)cc2)O3)cc1 (stereo not given)	i	1.5
O=C(COC(=O)CCC(=O)c1ccc(F)cc1)NCCc1ccccc1	i	1.0
Cc1nc(SCC(=O)N(CC(C)C)C2CCS(=O)(=O)C2)c2ccccc2n1 (stereo not given)	i	0.1
COc1ccc(C(CNC(=O)c2cc3ccccc3o2)N2CCCC2)cc1 (stereo not given)	i	0.6
COc1ccc(S(=O)(=O)Oc2ccc3cccc(N)c3c2)cc1	i	0.6
CN(CC(=O)Nc1ccc(Cl)cc1)C(=O)CNC(=O)Cc1cccc2ccccc12	i	1.4
O=S(=O)(NCC(c1ccco1)N1CCCCC1)c1ccccc1C(F)(F)F (stereo not given)	i	0.8
O=S(=O)(Nc1ccccc1N1CCOCC1)c1cccs1	i	0.5
Cc1c(C(=O)NCc2ccccc2C(F)(F)F)sc(=O)n1Cc1ccc2c(c1)OCO2	i	3.1

Rewritten field by field: entries from further up.
> CCN(CC(=O)Nc1c(F)cccc1F)C(=O)c1ccc(S(=O)(=O)N2CCCCC2)cc1
- Myeloid diff 2: i
- Myeloid diff 2 GFP+ MAC1+ %: 0.9

> COC(=O)c1cnc(Nc2nc(CN)cs2)nc1C(F)(F)F
- Myeloid diff 2: i
- Myeloid diff 2 GFP+ MAC1+ %: 1.8

Further compounds follow.
Structure	Myeloid diff 2	Myeloid diff 2 GFP+ MAC1+ %
CCOc1cc(/C=N/NC(=O)c2cccc(S(=O)(=O)N3CCOCC3)c2)ccc1OCC(=O)N(C)C	i	0.2
COc1ccc(-c2nn(-c3ccccc3)cc2C(=O)Nc2cccc(S(=O)(=O)NC3=NCCC3)c2)cc1	i	1.4
CCN(CC(=O)Nc1c(F)cccc1F)C(=O)c1cc(C)oc1C	i	0.4
O=c1c(-c2ccco2)nc2ccccc2n1C(c1ccccn1)c1nc2ccccc2[nH]1 (stereo not given)	i	1.0

Some values from the entries so far.
Value of CC(Oc1ccccc1)C(=O)Nc1cc(Cl)ccc1-n1cncn1 (stereo not given) in Myeloid diff 2 GFP+ MAC1+ %: 0.4
Value of Cc1ccc(S(=O)(=O)N2CCOCC2)cc1NC(=O)COC(=O)c1ccc(Br)o1 in Myeloid diff 2 GFP+ MAC1+ %: 2.4

Assay outcomes from PubChem.
